Compound activity as filed in PubChem.
ERp5 inh – blocks human ERp5 reductase activity on insulin; Q15084; ERp5 insulin aggregation, absorbance 650 nm, 90 min; inhibition, % at 9.99 µM; 350,000 tested, 0.05% active; AID 651711;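 active = mean replicate inhibition above about 25%, with every replicate also reaching it, limit read from the data, passing the limit was not always enough; inconclusive = only one of those two criteria met; inactive = neither criterion met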
Target sequence (Q15084 whole entry, looked up): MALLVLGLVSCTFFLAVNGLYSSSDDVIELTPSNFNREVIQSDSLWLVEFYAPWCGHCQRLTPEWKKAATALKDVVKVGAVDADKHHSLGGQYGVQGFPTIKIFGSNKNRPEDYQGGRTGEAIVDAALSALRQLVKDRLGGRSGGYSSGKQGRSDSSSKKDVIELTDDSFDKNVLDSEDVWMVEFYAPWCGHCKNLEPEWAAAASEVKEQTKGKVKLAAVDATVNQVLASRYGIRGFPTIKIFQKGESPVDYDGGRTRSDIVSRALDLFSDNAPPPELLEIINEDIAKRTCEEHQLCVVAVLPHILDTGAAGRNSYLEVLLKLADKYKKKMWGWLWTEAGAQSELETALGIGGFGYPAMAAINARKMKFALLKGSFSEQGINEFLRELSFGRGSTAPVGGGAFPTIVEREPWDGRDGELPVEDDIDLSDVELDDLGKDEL
ERAP1 HTS inh – inhibitors of human ERAP1 aminopeptidase; Q9NZ08; recombinant ERAP1, Leu-AMC fluorescence, 60 min; inhibition, % at 10.7 µM; 340,000 tested, 0.15% active;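 active = mean replicate inhibition of at least 30%, or all replicates individually reaching that 30% level; inactive = mean below 30% and not every replicate reaching it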;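 note: 0% = neutral control wells and 100% = L-leucinethiol positive control wells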
DENV2 CPE – inhibitors of DENV2 cytopathic effect; DENV2-infected cells, cytopathic effect rescue, plate reader; CPE inhibition, % at 9.99 µM; 350,000 tested, 1.7% active; in the data active = CPE inhibition above about 20%, passing the limit was not always enough; inconclusive = no clear call, values can overlap the other calls; tested in BHK-21 cells;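 note: 0% = median of neutral control wells and 100% = median of positive control wells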
CASP6 VEID inh – blocks human caspase-6 cleavage activity; P55212; purified caspase-6, Z-VEID-R110 cleavage fluorescence; inhibition, % at 12.5 µM; 350,000 tested, 0.53% active;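 active = mean inhibition across replicates at least about 35%, with every replicate also reaching that limit, limit read from the data; inconclusive = only one of the two criteria met; inactive = neither criterion met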;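 note: 0% = median of neutral control wells and 100% = no fluorescence left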
Target sequence (P55212 24-179 limits assumed): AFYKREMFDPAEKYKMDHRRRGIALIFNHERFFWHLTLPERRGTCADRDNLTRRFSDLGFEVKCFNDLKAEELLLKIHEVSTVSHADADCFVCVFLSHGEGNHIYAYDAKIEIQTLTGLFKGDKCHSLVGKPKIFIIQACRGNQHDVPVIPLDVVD
Target sequence (P55212 194-293 limits assumed): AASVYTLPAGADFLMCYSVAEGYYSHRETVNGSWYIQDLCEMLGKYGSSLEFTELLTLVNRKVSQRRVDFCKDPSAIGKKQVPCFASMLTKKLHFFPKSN
SIRT5 inh – sirtuin-5 (human) deacylase inhibition. Purified SirT5, succinyl-peptide AMC, trypsin-coupled fluorescence. Q9NXA8. 330,000 tested, 1.1% active. AID 652115. inhibition, % at 15 µM; in the data active = inhibition above about 15%; inconclusive = no clear call, values can overlap the other calls
Target sequence (Q9NXA8 whole entry, looked up): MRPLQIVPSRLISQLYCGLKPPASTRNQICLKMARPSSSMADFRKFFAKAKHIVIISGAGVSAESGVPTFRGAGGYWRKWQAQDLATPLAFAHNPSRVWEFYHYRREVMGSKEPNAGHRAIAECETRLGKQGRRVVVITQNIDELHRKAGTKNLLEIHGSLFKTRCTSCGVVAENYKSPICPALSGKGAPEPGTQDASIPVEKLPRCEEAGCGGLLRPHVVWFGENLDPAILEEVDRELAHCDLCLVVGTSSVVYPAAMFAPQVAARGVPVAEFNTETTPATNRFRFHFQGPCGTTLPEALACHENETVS
CFTR F508del cor – CFTR F508del correction in bronchial cells; activity (quench increase), % at 7.58 µM; CFBE cells, YFP halide quenching; stimulated with forskolin plus potentiator P3; % fluorescence drop versus neutral controls; 350,000 tested, 0.36% active;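 active = mean added fluorescence quench of at least 8% versus neutral control, with both replicates also reaching 8%; inconclusive = only one of the mean or replicate conditions met; inactive = mean below 8% and not both replicates reaching 8%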;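 note: cells transiently co-express mutant CFTR-F508del with the halide-sensitive YFP; corrector assay measuring rescue of mutant channel to the surface after 24 h compound exposure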
miR-122 sensor – miR-122 inhibition in Huh7 cells; Huh7 miR-122 Renilla luciferase sensor, 48 h; neutral wells = 0, positive control = 100; activation (reporter increase), % at 12.5 µM; 340,000 tested, 0.3% active; AID 602342;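 active = mean replicate activation score at least 90 and every replicate individually at or above 90; inconclusive = only one of the two criteria met; inactive = neither criterion met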;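 note: higher luciferase means less miR-122 activity so hits act as miR-122 inhibitors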
Numbers without * were called inactive; ? = inconclusive; nt = no result given; [ ] = remark or other dose.

ERp5 inh	ERAP1 HTS inh	DENV2 CPE	CASP6 VEID inh	SIRT5 inh	CFTR F508del cor	miR-122 sensor	canonical_smiles
3	3	3	1	4	2.6	nt	COc1cccc(NC(=O)CN(C)C(=O)CSCc2nc3scc(-c4cccs4)c3c(=O)[nH]2)c1
-5	0	9	-1	-1	0.5	-1	CCCN(CCC)Cc1cc(=O)oc2cc(C)c(C)cc12
0	3	-3	2	-1	-0.6	nt	CCN(CC(=O)Nc1c(F)cccc1F)C(=O)COc1cccc2c1OC(C)(C)C2
3	1	5	-4	nt	0.9	nt	CCC(C)(C(=O)NC1CCCC1)N(C(=O)Cc1cccs1)c1c(C)n(C)n(-c2ccccc2)c1=O (stereo not drawn)
4	1	0	-1	-2	nt	2	COc1ccc(Nc2nccc(-c3ccc([N+](=O)[O-])cc3)n2)cc1
-2	1	-9	-2	7	-1.3	-11	CCCC(=O)Nc1cc(C(=O)O)ccc1S(=O)(=O)c1ccc(Cl)cc1
-1	0	-5	1	nt	-2.9	-4	O=C(COC(=O)/C=C/c1ccc(S(=O)(=O)N2CCOCC2)cc1)Nc1ccccc1F
-2	1	-1	2	3	0.8	-1	COCCCNC(=O)c1ccc(CS(=O)(=O)c2cccc(C(F)(F)F)c2)o1
0	-4	7	1	-4	0.6	5	CCc1ccc(NC(=O)Cn2nnc(-c3ccc(C)cc3-n3cnnn3)n2)cc1
2	1	?	-1	3	-2.7	5	CC(=O)Nc1c(O)c2ccccc2[nH]c1=O
1	1	0	-1	4	-2.6	nt	O=C(Nc1ccc(S(=O)(=O)Nc2ccccn2)cc1)c1ccccc1
-6	3	2	-3	-1	-0.3	nt	Cc1cccn2c(=O)c(C=O)c(Sc3ncccn3)nc12
6	-1	-6	-2	-2	-1.9	-3	Fc1ccccc1Nc1nc(Cl)nc(Cl)n1
2	nt	8	0	-1	-1.2	-3	CC1=C(C)C(=O)N(C(C)CCc2ccccc2)C1=O (stereo not drawn)
-5	4	-3	1	2	-0.4	nt	O=[N+]([O-])c1cc(C(F)(F)F)ccc1NCCc1ccccn1
1	3	-2	-1	2	-1.2	-7	O=C(c1ccc2nsnc2c1)N1CCN(c2ccc([N+](=O)[O-])cc2)CC1
2	-4	123*	nt	nt	1.6	nt	Cc1cc(C)cc(C(=O)NC(CC(N)=O)c2ccc(N3CCC(Cc4ccccc4)CC3)c([N+](=O)[O-])c2)c1 (stereo not drawn)
-4	nt	-15	0	nt	-4.2	0	COc1cc(NC(=O)COc2cc(O)c3c(c2)OC(C)(C)CC3=O)cc(OC)c1
2	nt	3	-2	0	0.3	-2	C/C(=N\O)C(C)(C)Nc1ccc(Br)cc1
-1	-5	-11	0	8	6.1	-4[16.7 µM]	Cc1noc(C)c1S(=O)(=O)N(C)C[C@H]1OCCCC[C@H](C)Oc2ccc(NS(=O)(=O)c3ccccc3)cc2C(=O)N([C@@H](C)CO)C[C@@H]1C

Next part.
ERp5 inh	ERAP1 HTS inh	DENV2 CPE	CASP6 VEID inh	SIRT5 inh	CFTR F508del cor	miR-122 sensor	canonical_smiles
-2	0	-3	-1	3	-2.1	-7[16.7 µM]	C[C@H]1CN([C@@H](C)CO)C(=O)Cc2cc(NC(=O)NC3CCCCC3)ccc2O[C@H]1CN(C)S(=O)(=O)c1ccc(Cl)cc1
0	-4	-11	-15	2	-0.3	-4	O=C(C1CCN(C2CCN(C/C=C/c3ccccc3)CC2)CC1)N1CCOCC1
-10	1	-1	1	3	1.7	2[16.7 µM]	C[C@H](CO)N1C[C@H](C)[C@H](CN(C)Cc2ccc3c(c2)OCO3)OCCCC[C@H](C)Oc2ccc(NC(=O)Nc3ccccc3)cc2C1=O
5	-2	-2	-4	23*	nt	nt	CCOC(=O)C1=NOC(COc2ccccc2C=O)C1 (stereo not drawn)
3	-1	-1	1	2	1.9	nt	CCOC(=O)c1cc(-c2cccc(O)c2)oc1C
-1	-5	9	2	4	0.0	8[16.7 µM]	C[C@H](CO)N1C[C@H](C)[C@H](CN(C)Cc2ccc(C(F)(F)F)cc2)Oc2ccc(NC(=O)Nc3ccccc3)cc2C1=O
2	-3	nt	-2	-2	1.2	nt	CC1C(=O)C(C)C(c2ccc([N+](=O)[O-])cc2)NC1c1ccc([N+](=O)[O-])cc1 (stereo not drawn)
-4	1	-4	0	0	0.7	-5	CCCSCCCNC(=O)Cn1c(=O)c2cccn2c2ccccc21
2	0	7	-1	0	0.6	-2[16.7 µM]	O=C(C[C@@H]1CC[C@@H]2NC[C@@H](O)COC[C@H]2O1)N1CCc2ccccc2C1
0	-2	-9	0	0	-4.7	-5	O=C(c1cccc(OC2CCN(Cc3ccc(F)cc3Cl)CC2)c1)N1CCCC1
-3	0	-4	-1	4	-1.0	nt	CCC(=O)N1CC(=O)N2[C@@H](CO)[C@H](c3ccc(C#Cc4cccc(OC)c4)cc3)[C@@H]2C1
-4	3	-9	3	3	2.1	nt	CCCNC(=O)N1[C@H](C#N)[C@@H](c2ccc(C3=CCCC3)cc2)[C@H]1CO
-9	9	0	-2	-4	-2.5	nt	CCc1nnc(NC(=O)CSc2nnc(-c3ccco3)n2CCOC)s1
-6	2	12	2	1	1.2	66[16.7 µM]	C[C@@H]1CN([C@H](C)CO)C(=O)c2cccc(NS(=O)(=O)c3ccc(F)cc3)c2O[C@H]1CN(C)Cc1ccc(C(F)(F)F)cc1
2	0	10	1	0	-0.9	-6	c1ccc2c(c1)CSc1ccccc1N2
3	2	6	1	-2	0.2	-1[16.7 µM]	CC(C)NC(=O)N(C)C[C@@H]1Oc2ccc(NC(=O)Cc3ccccc3)cc2C(=O)N([C@@H](C)CO)C[C@@H]1C
-1	-3	4	3	2	-1.8	2	Cc1ccc(CNS(=O)(=O)c2cc3c4c(c2)C(C)C(=O)N4CCC3)cc1 (stereo not drawn)
0	0	3	0	-1	-0.1	-3	COc1cccc(NC(=S)N(CCC(C)C)C2CCN(C(C)=O)CC2)c1
1	2	2	-2	-3	-0.3	19	Cc1ccc2scc(CN3CCCC3)c2c1
-7	0	?	-2	8	-1.2	3[16.7 µM]	C[C@H]1CN([C@@H](C)CO)C(=O)CCCn2nncc2CO[C@@H]1CN(C)C(=O)Nc1ccc(-c2cccs2)cc1

The listing continues.
ERp5 inh	ERAP1 HTS inh	DENV2 CPE	CASP6 VEID inh	SIRT5 inh	CFTR F508del cor	miR-122 sensor	canonical_smiles
4	1	-6	4	1	-0.3	-3[16.7 µM]	C[C@H]1CN([C@@H](C)CO)C(=O)c2cccc(NC(=O)Nc3cccc4ccccc34)c2O[C@H]1CN(C)S(=O)(=O)c1cn(C)cn1
?	2	-2	3	-1	-2.3	nt	Nc1nonc1-n1nnc(C(=O)N/N=C/c2ccoc2)c1-c1ccccc1
5	-3	-5	3	10	-0.8	nt	CCN(CC)c1ccc(NC(=O)COC(=O)C2CCN(c3ccc(C(F)(F)F)cn3)CC2)cc1
4	1	-5	-4	0	1.0	nt	O=C1CN(Cc2ccccc2)C[C@H]2[C@@H](c3ccc(-c4ccccc4)cc3)[C@@H](CO)N12
-7	2	?	2	5	2.1	nt	COc1ccccc1CNC(=O)C[C@H]1C=C[C@@H](NC(C)=O)[C@@H](CO)O1
-2	nt	-6	-2	8	2.0	-9	Cc1sc2ncnc(N(C)CCc3ccccn3)c2c1C
-3	2	2	1	-3	-0.4	1[16.7 µM]	C[C@H](CO)N1C[C@H](C)[C@H](CN(C)Cc2ccccn2)Oc2ncc(-c3cccc(F)c3)cc2C1=O
2	0	15	nt	4	-2.0	-6[16.7 µM]	C[C@H]1CN([C@@H](C)CO)C(=O)Cc2cc(NC(=O)Nc3ccc(F)cc3)ccc2O[C@@H]1CN(C)S(=O)(=O)c1ccc(F)cc1
-4	0	2	1	-3	-0.3	0	O=C(NC1CCCCCCC1)c1ccc(F)cc1
6	-3	3	0	4	0.7	-12[16.7 µM]	CCC(=O)NC[C@H]1N[C@H](CO)[C@@H]1c1ccc(-c2cccc(C#N)c2)cc1
3	5	9	1	-6	0.3	nt	O=S(=O)(NC1CCCCC1Nc1ccccc1)c1ccccc1 (stereo not drawn)
-3	0	0	-1	-2	-3.1	-1	COc1ccc(CCNC(=O)c2ccc(NC3=NC4CS(=O)(=O)CC4S3)cc2)cc1OC (stereo not drawn)
0	4	nt	1	-3	2.9	1	CCCCSc1nnc(C)c(=O)[nH]1
14	-1	-3	33	6	-2.0	6	O=C1c2ccccc2C(=O)C12OC2c1cccc2ccccc12 (stereo not drawn)
3	1	1	1	-14	-1.3	-4	CCCCc1nc2cc(C(=O)N3CCCCC3CCNC(C)=O)ccc2o1 (stereo not drawn)
3	-1	-2	2	-2	-3.1	nt	COc1cccc(C(=O)Oc2cc3c4c(c2)C(C)=CC(C)(C)N4C(=O)C3=O)c1
0	18	5	-1	0	1.1	-6	COP(=O)(OC)C(Nc1ccc(Cl)cc1)c1ccccc1 (stereo not drawn)
-1	4	3	2	1	-2.5	nt	COc1ccc(/C=N/NC(=S)Nc2c(C)n(C)n(-c3ccccc3)c2=O)cc1OC
4	4	0	3	-3	1.7	-6	CSc1ccccc1NC(=O)c1ccccc1N(Cc1ccccc1)S(C)(=O)=O
11	0	-2	-1	-1	2.0	0[16.7 µM]	COc1ccc(S(=O)(=O)Nc2cccc3c2O[C@@H](CN(C)S(=O)(=O)c2cccs2)[C@H](C)CN([C@H](C)CO)C3=O)cc1

Gathered by group, those above containing an NH in an aromatic ring
ERp5 inh	ERAP1 HTS inh	DENV2 CPE	CASP6 VEID inh	SIRT5 inh	CFTR F508del cor	miR-122 sensor	canonical_smiles
3	3	3	1	4	2.6	nt	COc1cccc(NC(=O)CN(C)C(=O)CSCc2nc3scc(-c4cccs4)c3c(=O)[nH]2)c1
2	1	?	-1	3	-2.7	5	CC(=O)Nc1c(O)c2ccccc2[nH]c1=O
0	4	nt	1	-3	2.9	1	CCCCSc1nnc(C)c(=O)[nH]1

Additional entries.
ERp5 inh	ERAP1 HTS inh	DENV2 CPE	CASP6 VEID inh	SIRT5 inh	CFTR F508del cor	miR-122 sensor	canonical_smiles
-3	1	-9	-4	1	2.0	17[16.7 µM]	CCC(=O)N(CC(C)C)C[C@H]1[C@H](c2ccccc2)[C@@H](CO)N1C(=O)C1CCC1
-2	1	-6	3	0	0.6	-1	S=c1[nH]c2ncccc2o1
-11	-1	6	0	-4	0.4	nt	CSc1ncccc1C(=O)Nc1ccncc1
3	5	0	0	-4	1.1	8[16.7 µM]	C[C@H]1CCCCO[C@H](CN(C)Cc2ccc(Cl)c(Cl)c2)[C@@H](C)CN([C@@H](C)CO)C(=O)c2cc(NC(=O)Nc3ccc(F)cc3)ccc2O1
-3	1	-5	-2	-5	-2.3	-3	Cc1noc(C)c1S(=O)(=O)N(C)C[C@H]1Oc2ccc(NC(=O)Cc3ccccc3)cc2C(=O)N([C@H](C)CO)C[C@@H]1C
1	-1	12	-3	1	-0.1	-1[16.7 µM]	C[C@@H]1CN([C@@H](C)CO)C(=O)Cc2cc(NC(=O)Nc3ccc(F)cc3)ccc2O[C@@H]1CN(C)S(=O)(=O)c1ccc(Cl)cc1
-4	-2	nt	0	2	-0.5	-9[16.7 µM]	Cc1ccc(S(=O)(=O)N(C)C[C@@H]2Oc3ccc(NC(=O)Nc4ccc(F)cc4)cc3CC(=O)N([C@@H](C)CO)C[C@H]2C)cc1
6	nt	8	2	1	0.2	nt	Nc1ncnc(Nc2cc(C(F)(F)F)cc(C(F)(F)F)c2)n1
-5	-4	-2	1	-1	-1.3	nt	O=[N+]([O-])c1cccc(S(=O)(=O)NCCOc2cccc3cccnc23)c1
4	-2	-9	11	-7	1.7	-4	Cc1ccc(C2=NN(C(=O)CCl)C(c3ccco3)C2)o1 (stereo not drawn)
-6	1	-7	1	-1	2.2	-4[16.7 µM]	C[C@@H]1CN([C@H](C)CO)C(=O)c2cc(NC(=O)Cc3ccccc3)ccc2O[C@@H](C)CCCCO[C@@H]1CN(C)C(=O)CCC(F)(F)F
1	1	4	1	-10	3.8	-1	Nc1ncnc2nc(-c3ccccc3)[nH]c12
-1	-3	1	-4	-3	-2.4	-1	C/C=C/c1ccc(OCC(=O)O)c(OC)c1
-1	nt	13	0	nt	4.2	nt	COc1ccc(CNC(=O)c2cn(Cc3ccccc3OC)c(=O)s2)cc1
